APEX1 inh: blocks human APE1 abasic DNA cleavage; P27695; recombinant APE1, TAMRA/BHQ-2 abasic DNA cleavage fluorescence; Potency, µM (series often up to 65.8 µM), inactives show at the highest dose activity change, negative = inhibition, actives largely listed as inhibitors; actives 0.35% (n = 350,000); AID 2517;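 also: plate controls were vehicle for no effect and reference inhibitor for full effect; nearly all actives have a fitted effect of over 55% in size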
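APE1 at 0.75 nM final was preincubated with compound 15 min at room temperature, then 50 nM double-stranded THF abasic-site substrate (5'-TAMRA/3'-BHQ-2) was added. Fluorescence (ex 525/em 598 nm) was read kinetically; third-minus-first read gave activity.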
BAZ2B block: BAZ2B (human) inhibition. Q9UIF8. AlphaScreen BAZ2B-H3K14Ac peptide displacement. Potency, µM (series often up to 114 µM), inactives show at the top dose activity change, negative = inhibition, actives largely listed as inhibitors. actives 4.4% (n = 360,000). AID 504333; also: % is scaled to controls: 0 for no effect and ±100 for the full control effect; nearly all actives have a fitted effect of over 60% in size
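AlphaScreen displacement of biotin-H3(5-23)K14Ac peptide (50 nM final) from BAZ2B (50 nM final) in PBS pH 7.4, 0.01% Tween-20; complex preformed 30 min RT, then compounds (top 110 uM) 30 min RT, beads 20 min dark.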
BLM inh: inhibitors of human Bloom syndrome helicase BLM | P54132 | recombinant BLM DNA unwinding, fluorescence dequenching | Potency, µM (titrated, usually from 56.1 µM), without a hit: at the top dose activity change, negative = inhibition, hits mostly inhibitors | actives 0.2% (n = 350,000) | AID 2528;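 also: plate controls were vehicle for no effect and no enzyme for full effect; nearly all actives have a fitted effect of over 35% in size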
POLB inh: blocks human DNA polymerase beta activity; P06746; Pol beta primer extension/strand displacement, fluorescence kinetic; Potency, µM (series often up to 114 µM), for inactives: at the highest dose activity change, negative = inhibition, hits mostly inhibitors; actives 1.3% (n = 340,000); AID 485314; also: % is scaled to controls: 0 for no effect and ±100 for the full control effect
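Human Pol beta at 10 nM; strand-displacement substrate 50 nM final. Compound exposure 15 min at room temperature before start, reaction 10 min at room temperature.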
Pol eta inh: inhibitors of human DNA polymerase eta. Q9Y253. recombinant Pol eta, fluorescent DNA replication assay. Potency, µM (titrated, usually from 114 µM), without a hit: at the top dose activity change, negative = inhibition, most hits filed as inhibitors. actives 1.2% (n = 390,000). AID 588591; also: % is scaled to controls: 0 for no effect and ±100 for the full control effect
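Fluorescent replication assay: 50 nM final substrate added after a 15 min room-temperature compound preincubation with 10 nM enzyme. Signal taken at 0 min and again at 10 min.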
G9a block: blocks human histone lysine methyltransferase G9a | G9a H3K9 monomethylation, AlphaScreen, 2 h | Potency, µM (top dose mostly 102 µM), without a hit: top-dose activity, negative = inhibition, hits mostly inhibitors | AID 504332 | Q96KQ7 | actives 8.8% (n = 350,000); also: % is scaled to controls: 0 for no effect and ±100 for the full control effect; nearly all actives have a fitted effect of over 75% in size
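Readings reflect AlphaScreen signal from monomethyl-H3K9 antibody detection. HMT at 20 nM; substrate b-H3K9 500 nM; cofactor SAM 20 uM; 2 h RT reaction; compounds tested as titrations in qHTS with 15 min preincubation.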
POLK inh: inhibitors of human DNA polymerase kappa. Q9UBT6. purified Pol kappa, fluorescent DNA synthesis assay, 10 min. Potency, µM (top dose mostly 107 µM), for the others: top-dose activity, negative = inhibition, most hits filed as inhibitors. actives 0.53% (n = 400,000); also: % is scaled to controls: 0 for no effect and ±100 for the full control effect
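Pol kappa 10 nM + cpd, 15 min RT; start w/ substrate 50 nM final; fluorescence kinetic read, 0 and 10 min. Neg ctrl: buffer, no enzyme.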
POLI inh: blocks human DNA polymerase iota activity. Pol iota fluorescent replication assay, 10 min. Potency, µM (doses to about 115 µM), inactives show at the top dose activity, negative = inhibition, hits mostly inhibitors. actives 1% (n = 390,000). Q9UNA4
Target sequence (Q9UNA4 whole entry, looked up): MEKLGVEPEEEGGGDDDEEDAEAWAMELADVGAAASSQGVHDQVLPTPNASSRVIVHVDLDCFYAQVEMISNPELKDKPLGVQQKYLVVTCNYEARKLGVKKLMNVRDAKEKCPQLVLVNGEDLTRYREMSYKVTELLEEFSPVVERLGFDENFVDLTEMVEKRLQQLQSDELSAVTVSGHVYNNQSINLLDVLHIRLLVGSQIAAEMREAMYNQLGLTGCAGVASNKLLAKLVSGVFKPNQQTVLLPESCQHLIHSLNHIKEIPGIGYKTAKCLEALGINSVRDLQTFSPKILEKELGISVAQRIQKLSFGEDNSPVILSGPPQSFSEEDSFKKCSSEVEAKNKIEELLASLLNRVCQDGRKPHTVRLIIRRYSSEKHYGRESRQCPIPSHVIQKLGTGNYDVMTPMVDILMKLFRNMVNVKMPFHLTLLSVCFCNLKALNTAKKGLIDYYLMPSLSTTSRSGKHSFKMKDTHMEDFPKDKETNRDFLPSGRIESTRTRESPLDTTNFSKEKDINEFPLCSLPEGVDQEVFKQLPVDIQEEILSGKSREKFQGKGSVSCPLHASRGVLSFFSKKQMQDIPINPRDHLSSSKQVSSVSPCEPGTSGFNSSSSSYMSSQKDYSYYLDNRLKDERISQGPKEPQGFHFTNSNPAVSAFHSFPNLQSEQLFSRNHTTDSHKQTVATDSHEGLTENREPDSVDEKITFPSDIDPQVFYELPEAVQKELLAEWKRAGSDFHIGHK
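Fluorescent replication assay read twice, at 0 min and 10 min after adding 50 nM (final) substrate. Enzyme (10 nM) and compounds were first incubated 15 min at room temperature; enzyme-free buffer wells were negative controls.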
Anesthetic bind: binds horse apoferritin like a general anesthetic; P02791; apoferritin/1-aminoanthracene competitive binding, fluorescence; Potency, µM (series often up to 77.5 µM), for the others: top-dose activity change, negative = displacement, most hits filed as inhibitors; actives 0.074% (n = 350,000); also: % is scaled to controls: 0 for no effect and ±100 for the full control effect; nearly all actives have a fitted effect of over 20% in size
Target sequence (P02791 2-175 limits assumed): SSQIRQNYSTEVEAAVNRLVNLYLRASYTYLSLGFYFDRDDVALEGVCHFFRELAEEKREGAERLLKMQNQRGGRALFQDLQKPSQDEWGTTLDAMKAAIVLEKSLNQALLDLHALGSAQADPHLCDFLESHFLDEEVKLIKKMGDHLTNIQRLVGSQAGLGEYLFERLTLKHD
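10 uM apoferritin + 50% sat. 1-AMA, PBS; cpd 10 min RT; Ex380/Em535 endpoint; normalized to free probe vs complex; 4-param Hill fit; propofol titration as pos. ctrl.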
* = called active by the depositor; ? = inconclusive; . = not tested or not shown; & = joins results of further samples; [ ] = another dose, or the depositor's remark. Calls follow the shape of the dose curve; as a rule, active = well fitted curve in the direction sought with a large enough effect; inconclusive = small, poorly fitted or top-dose-only effect, or another doubt; inactive = no such curve, though single readings can be large; an effect the other way counts as inactive or inconclusive. Potency is read from the fitted curve at half-maximal effect.

SMILES	APEX1 inh	BAZ2B block	BLM inh	POLB inh	Pol eta inh	G9a block	POLK inh	POLI inh	Anesthetic bind
Cc1ccc(-c2nn(C)c(=O)c3ccccc23)cc1S(=O)(=O)NCCO	-0.4%	-38.4%	-2.1%	-0.4%	-3.8%	-7.8%[59 µM]	0.4%	-0.7%	-4.1%
Cc1ccccc1NC(=O)CCn1cnc2onc(-c3ccc(F)cc3)c2c1=O	.	8.1%[57.1 µM]	4.3%	2.4%	-8.8%	-23.2%[59 µM]	-12.2%	17.6%	-5.6%
CC(=O)NS(=O)(=O)c1cccnc1Nc1ccc(Cl)c(Cl)c1	10.4%	-5.3%	-0.4%	-1.3%	-11.9%	?	-16.8%	-7.6%	-14.7%
COc1cccc(-c2cc(C(F)(F)F)n3nc(-c4ccc(C)cc4)cc3n2)c1	.	?	-3.5%	-2.2%	-13.7%	-2.6%[59 µM]	-17.4%	-0.9%	9.9%
Cc1noc(C)c1S(=O)(=O)Nc1ccc(C(=O)NCc2ccccc2)cc1	-4.3%	?	-2.5%	25.5%	-22.3%	?	-4.4%	58.4%[activator]	-8.8%
C#CCOCCOCCOCCNc1nc(N2CCN(C(=O)[C@H](CCCCN)n3cc(CN)nn3)CC2)nc(N2CCN(C(=O)[C@H](CCC(=O)O)n3cc(CN)nn3)CC2)n1	29.6%	.	.	.	-16.2%	.	-5.5%	-20.0%	.
CCC1(c2ccccc2)NC(=O)N(CC(=O)NNC(=O)COc2ccc(Cl)cc2C)C1=O (centres undefined)	1.8%	4.1%	.	.	-20.0%	4.0%[59 µM]	-0.9%	11.0%	.
COc1ccccc1-c1cnn2c(NC3CCCC3)cc(C)nc12	-4.0%	61.6%[activator]	-11.1%	2.2%	-14.0%	150.7%[activator]	0.7%	17.4%	46.8%[activator]
CCn1c(=O)cc(SCC(=O)NCc2cccc(Cl)c2)c2ccccc21	.	-4.8%	-0.6%	-29.3%	0.9%	-6.2%[59 µM]	-2.8%	?	-1.5%
Cc1cccc(OCC(=O)N2CCN(C(=O)CCC3CCCC3)CC2)c1	3.1%	-2.0%	-4.4%	18.0%	-18.4%	-40.4%	-2.9%	27.5%	-22.1%
CCSc1ncc(Cl)c(C(=O)Nc2c(C(=O)c3ccccc3)oc3ccccc23)n1	.	-1.9%	0.4%	3.4%	-4.8%	-5.3%[59 µM]	-0.9%	-0.5%	1.6%
COC(=O)Cn1ncc2c3ccccc3n(Cc3ccccc3)c2c1=O	0.5%	-2.3%	-5.2%	1.1%	0.2%	4.0%[59 µM]	-2.7%	-0.5%	65.6%[activator]
CN(C)CCNc1nc(-c2ccccc2)c2c(c1C#N)CC(C)(C)OC2	3.3%	5.6%	-0.7%	11.2%	-8.2%	-6.7%	-17.5%	0.0%	-9.9%
N#Cc1ccc(C(=O)Nc2nc(SCc3ccc(Cl)cc3)n[nH]2)cc1	0.2%	5.3%	-3.8%	7.5%	-9.3%	27.6%[59 µM]	7.2%	6.7%	-18.3%
CCN(CC)C(=O)Nc1ccc(Br)cc1	3.2%	-6.0%	-5.4%	10.1%	-24.9%	-32.4%	-12.7%	122.0%[activator]	?
CCNc1nc(NCC)n2c(SCC(=O)Nc3ccccc3Cl)nnc2n1	-12.3%	5.5%	.	.	-9.5%	8.8%[2.33 µM]	-2.5%	-20.0%	.
CCOC(=O)C1(Cc2cccc(Cl)c2)CCCN(C(=O)CCN2CCCC2=O)C1 (centres undefined)	19.6%	-0.8%	-0.3%	-1.5%	.	31.1%	.	.	-5.0%
O=C(O)c1cccc(NC(=S)NC(=O)c2ccc3ccccc3c2)c1	16.2%	-27.6%	-1.9%	28.7%	-18.9%	56.2µM*	4.6%	3.5%	-13.4%
N#CC1=C(N)Nc2ncnn2C1c1ccccc1 (centres undefined)	-1.1%	4.7%	3.2%	-1.7%	.	21.8%[59 µM]	.	.	-3.8%
Cn1c(CC(=O)Nc2ccc(Cl)c(Cl)c2)nnc1SCC(=O)Nc1nccs1	-2.0%	-1.6%	-0.2%	18.2%	-2.9%	2.6%[59 µM]	-14.0%	35.1%[activator]	-3.4%
CC(/C=N/NC(=O)Cc1cccs1)=C\c1ccco1	-2.2%	-25.0%[57.1 µM]	-5.9%	26.2%	?	?	-12.9%	-7.0%	?
O=C(NCc1cc(F)ccc1F)C1CCC(=O)N(C2CCCCCC2)C1 (centres undefined)	34.7%[activator]	-3.4%	-5.4%	-28.8%	-5.0%	9.3%	-19.8%	22.5%	-8.3%
CN(CC1CCCN(CCc2ccc(Cl)cc2)C1)C(=O)c1ccc2nc[nH]c2c1 (centres undefined)	16.1%	-20.6%	3.6%	17.5%	-6.3%	10.9%	-3.4%	5.9%	-7.3%
O=C(Nc1ccc(Cl)cc1)N1CCC(c2ccccc2)C1 (centres undefined)	11.5%	8.6%&16.3%	-8.5%&-3.5%	-4.0%&0.3%	1.8%&-4.6%	10.1%	-4.9%	0.9%&-1.3%	-15.8%&-7.2%
O=C(COc1ccccc1Cl)Nc1ccc2[nH]c(=O)[nH]c2c1	8.8%	11.6%	.	.	-11.2%	-39.0%	-8.0%	0.6%	.
CCN(C(=O)c1cccnc1SC)C12CC3CC(CC(C3)C1)C2	29.0%	-2.7%	-3.5%	1.4%	?	3.0%	-0.1%	16.5%	-20.5%
COc1cc(NC(=O)COC(=O)CNC(=O)c2ccc(Cl)cc2)c(C)cc1[N+](=O)[O-]	-4.6%	-27.9%	-4.2%	3.8%	-14.4%	?	-10.4%	7.3%	-18.0%
O=C(NCCCN1CCC(Cc2ccccc2)CC1)C1CC(=O)N(C2CCCCCC2)C1 (centres undefined)	-3.3%	0.3%	-3.7%	-3.9%	-18.7%	-6.0%	-5.0%	-7.4%	-4.3%
Cn1c(N)nc2ccccc2c1=O	-0.3%	-2.8%	-1.6%	3.2%	-13.3%	-4.5%	6.4%	52.6%[activator]	-4.6%
C=C1CCN(C(CC(C)C)C(=O)NCc2ccc(Cl)cc2)S(=O)(=O)c2ccccc21 (centres undefined)	-4.1%	.	-10.7%	.	.	.	-10.6%	-11.3%	55.8%[activator]

Molecules above that contain a furan ring, fused or not, in the order listed:
SMILES	APEX1 inh	BAZ2B block	BLM inh	POLB inh	Pol eta inh	G9a block	POLK inh	POLI inh	Anesthetic bind
CCSc1ncc(Cl)c(C(=O)Nc2c(C(=O)c3ccccc3)oc3ccccc23)n1	.	-1.9%	0.4%	3.4%	-4.8%	-5.3%[59 µM]	-0.9%	-0.5%	1.6%
CC(/C=N/NC(=O)Cc1cccs1)=C\c1ccco1	-2.2%	-25.0%[57.1 µM]	-5.9%	26.2%	?	?	-12.9%	-7.0%	?

The listing continues:
SMILES	APEX1 inh	BAZ2B block	BLM inh	POLB inh	Pol eta inh	G9a block	POLK inh	POLI inh	Anesthetic bind
COc1cccc(Cn2c(=O)cnc3cnc(OC)nc32)c1	-5.4%	.	-0.2%	.	.	9.1%[0.501 µM]	4.5%[60.1 µM]	.	.
CC(C)NC(=O)N1CCC2(CC1)CCN(C(=O)c1cccc(F)c1)CC2	-4.4%	.	1.3%	.	.	-2.6%[12.7 µM]	-4.9%[60.1 µM]	.	.
Cc1nn(C)c(C)c1/C=N/O	0.1%	-2.8%	-0.2%	15.0%	-6.2%	-9.9%	-0.9%	7.0%	0.1%
CCN(CCNC(=O)CCCn1nc(C)n2c(cc3sccc32)c1=O)c1ccccc1	-7.5%	-0.4%	1.3%	13.6%	-6.8%	?	11.8%	-0.6%	-7.8%
COc1ccc(NC(=O)c2cccc(S(=O)(=O)NCc3ccco3)c2)c(OC)c1	9.4%	-8.4%	.	.	-19.4%	-22.0%[59 µM]	-1.6%	-14.1%	.
CN(c1ccc(C(=O)NC2CC2)cc1)S(=O)(=O)c1ccccc1	0.0%	6.5%	0.5%	10.8%	5.4%	11.6%[12.7 µM]	-5.5%	2.3%	7.7%
NC(=O)COc1ccc(/C=N\NC(=O)c2ccc(-c3ccccc3)cc2)cc1	12.0%	-16.1%	-5.0%	?	7.8%	9.3%	-20.0%	8.0%	-7.0%
COc1ccc2nc3c(cc2c1)c(NC(=O)c1cccs1)nn3CC(C)C	0.6%	105.2%[activator]	-14.8%	-17.9%	?	31.0%[12.7 µM]	-18.7%	24.8%	4.1%
COc1cc(C)ccc1OCCCCOc1ccccc1C(C)=O	-2.8%	63.9%[activator]	-6.8%	-6.9%	-18.7%	46.2%[59 µM]	-9.4%	0.1%	-10.8%
COc1ccc(/C=C2\CCc3ccccc3C2=O)cc1OC	-2.8%	-32.0%	-3.2%	-3.5%	-19.6%	?	-7.9%	-2.4%	?
COc1cc(OC)c(C2Nc3c(C)cccc3-c3cc(C)nn32)cc1OC (centres undefined)	.	1.7%	-1.6%	5.0%	-4.3%	9.1%[59 µM]	0.0%	17.7%	-4.2%
Cc1ccc(-c2cc(Cc3ccc(F)cc3)c(=O)[nH]n2)cc1	-2.4%	-3.2%	-15.6%	-2.1%	-9.5%	.	-4.3%	-18.9%	-5.2%
CCC(=O)Nc1sc2c(c1C#N)CCCCC2	0.1%	-10.0%	0.2%	-0.9%	-15.0%	8.6%[12.7 µM]	0.7%	-7.2%	-2.0%
O=C(Nc1ccncc1)c1cc(F)cc(F)c1	1.3%	4.1%	1.7%	15.9%	13.2%	.	-1.5%	10.2%	-5.6%
Cc1ccc(Cn2c(C(=O)O)c(CNCc3ccc(C)o3)c3ccc(C)cc32)cc1	.	?	0.9%	-1.8%	-23.1%	?	-10.5%	1.8%	?
c1ccc(-c2cn3c(n2)CCC3)cc1	3.4%	-5.8%	1.7%	-1.8%	-10.6%	3.4%	-2.6%	-11.8%	-12.0%
O=C(NCc1ccccc1)c1nc[nH]c1C(=O)N1CCN(c2ccccc2)CC1	8.3%	?	.	.	-28.8%	-10.7%[2.33 µM]	6.4%	23.8%	.
Cc1cccc(N2CCN(S(=O)(=O)c3c(C)nc4scc(C)n4c3=O)CC2C)c1 (centres undefined)	-1.5%	-21.6%&-14.5%	-1.7%&-4.0%	-16.6%&1.7%	?	-19.1%	0.0%&-18.2%	11.6%&-21.7%	-11.7%&-5.8%

An excerpt; rates above refer to the full screens.
